SDO1 yeast rescue: growth rescue of sdo1-depleted yeast, primary screen, S. cerevisiae, bone marrow failure model; S. cerevisiae sdo1-depleted JHY4D growth rescue, OD600 30 h; hits give high values; pdr5 snq2 efflux-pump mutant strain; z-score at 10 µM; 0.21% of 140,000 active;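 active means z-score above 3 at both the 24 hr and the 30 hr optical density reads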;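 further: z-score against mean and SD of all compound wells on the same plate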
INS promoter inh: inhibitors of insulin promoter-driven GFP, primary screen, imaging, TRM-6 cells (human fetal islet line), eGFP reporter, cell count | reporter expression induced with tamoxifen | inhibition, % at 2 µM | 0.9% of 130,000 active;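 active means inhibition above the mean plus 3 SD, with well images judged a real hit on visual review, cut at about 60% in these data, passing the limit was not always enough; inconclusive means inhibition over the cutoff but images rejected on review; inactive means inhibition not above the cutoff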
SDO1 yeast rescue Rescue 24 h: second read-out of SDO1 yeast rescue, no call of its own (marks repeat the call); z-score; S. cerevisiae sdo1-depleted JHY4D growth rescue, OD600; measured here: growth rescue at 24 h;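 0 is the plate mean of compound wells and units are plate SD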
* marks the source's active call; other numbers are inactive results; ? = inconclusive; . = no result given. Random draw from the library. Share with any hit: about 0.91%.

SMILES	SDO1 yeast rescue	SDO1 yeast rescue Rescue 24 h	INS promoter inh
CCc1nnc(NC(=O)CSc2nnc(-c3ccc(NS(=O)(=O)c4ccccc4)cc3)o2)s1	-0.13	-0.4	24
CCN(CC)c1ccc2c(c1)CCCN2	-0.12	-0.37	.
CC(C)CC(=O)c1c[nH]c(C(=O)NCC2CCCO2)c1 (stereo not given)	1.9	1.4	-74
CCSc1nnc(NC(=O)/C=C/c2ccc3c(c2)OCO3)s1	0.44	0.37	-45
COc1ccccc1-c1cc(C(=O)N/N=C\c2cn(C)nc2C)c2ccccc2n1	-0.33	-0.66	21
Cc1n[nH]c(=S)c2nn(-c3ccccc3)c(C)c12	0.65	-0.1	.
Cc1cc(C)cc(Nc2cc(C)nc3nc(C)nn23)c1	0.53	1.2	.
CCNC(=O)COC(=O)c1cc(-c2ccccc2)nn1-c1ccccc1	.	.	-33
CCOC(=O)C1C(=O)OC2(CCCCC2)C1C(=O)OCC (stereo not given)	0.84	1.2	46
Cc1ccc(OCC(=O)NCCN2CCCC2)cc1	0.15	0.15	-8
COc1ccc(N(C(=O)C2COc3ccccc3O2)C(C(=O)NC2CCCCC2)c2ccccc2)cc1OC (stereo not given)	-0.35	-0.83	-10
O=C(NCc1ccc2c(c1)OCO2)C1CCC(=O)N1C1CCCC1 (stereo not given)	.	.	-40
CCn1c(SCC(=O)NC(C)(C)C)nnc1-c1ccncc1	.	.	37
O=C1NC(c2ccccc2)(C(F)(F)F)SC2=CCCCCN12 (stereo not given)	0.42	0.43	.
Cc1cc(C)c(NC(=O)CSc2nncn2-c2cccnc2)c(C)c1	.	.	53
CCOC(=O)CNc1c(-c2ccc(O)cc2)nc2ccccn12	0.9	0.18	6
Cn1c(=O)c2c(nc(N3CCOCC3)n2CCNC2=NCCC2)n(C)c1=O	.	.	-21
CCCn1nc(Oc2nc(NCC)nc(NCC)n2)ccc1=O	-0.03	-0.58	-70
COc1ccc(-c2nc(N)ncc2Oc2ccccc2Br)c(O)c1	-0.37	-0.93	-64
COc1cccc(N(C(=O)c2cnccn2)C(C(=O)NC2CCCCC2)c2ccc(Cl)cc2)c1 (stereo not given)	-1.3	-0.23	-31
COc1ccccc1NC(=S)N(CCc1ccc(OC)c(OC)c1)Cc1ccccn1	.	.	-60
CCCn1c(SCC(=O)Nc2ccc3c(c2)OCCO3)nnc1-c1ccco1	-0.62	-0.96	-174
COC(=O)CCC(=O)Nc1cccc(C(=O)Nc2cccc(Cl)c2)c1	1.2	0.59	4
NC(=O)C1(NC(=O)[C@@H]2CC3(CC(c4cccc(NC(=O)[C@@H]5CCC(=O)N5)c4)=NO3)CN2C(=O)Cc2ccc(Cl)cc2)CC1 (stereo not given in full)	-0.28	-0.66	27
Cc1nn(C)c(Cl)c1NC(=O)OCc1ccc(F)cc1	-0.02	0.08	23

(list continues)
SMILES	SDO1 yeast rescue	SDO1 yeast rescue Rescue 24 h	INS promoter inh
C/C(CC(=O)Nc1ccccc1F)=N\NC(=O)Cc1ccc(Cl)cc1	.	.	20
Cc1cc(C(F)F)n2ncc(C(=O)NCc3ccccc3C(F)(F)F)c2n1	-0.61	-0.16	9
O=C(Oc1ccc(-c2ccccc2)cc1)N1CCOCC1	-0.35	-0.72	8
CC(NC(=O)CNC(=S)N(Cc1ccccc1)Cc1cccnc1)c1ccccc1 (stereo not given)	.	.	-17
CSc1ccc(S(=O)(=O)Nc2c(C)cccc2C)cc1	-1.1	-1.1	?
Cc1cc(=O)[nH]c(Cc2ccc(OC(C)C)cc2)n1	0.57	-0.12	.
CC(=O)Nc1ccc(S(=O)(=O)Nc2ccc3c(c2)C(=O)OC3)cc1	.	.	-6
COc1cc2nc(SCC(=O)NCCc3ccccc3)n(Cc3ccco3)c(=O)c2cc1OC	-0.99	0.21	12
COc1cc(OC)c(C2Oc3nc(SC)nnc3-c3ccccc3N2C(C)=O)cc1OC (stereo not given)	0.74	0.14	.
CC1(C)CC(=O)C2=C(C1)NC1=C(C(=O)c3ccccc31)C2c1ccc(O)cc1 (stereo not given)	-0.33	-0.6	.
COc1ccccc1CCN1C(=S)NC(C)(C)CC1(C)O (stereo not given)	-1	-1.1	-26
Cc1cccc(C(=O)NNC(=O)CN2C(=O)c3ccccc3C2=O)c1	0.69	-0.02	.
CCOC(=O)c1c(C)n(CC(O)c2ccccc2)c2ccc(O)cc12 (stereo not given)	0.97	0.96	-45
CCn1ncc(C2=NOC(C(=O)N3CCC(C(N)=O)CC3)C2)c1C (stereo not given)	0.68	0.8	.
CCOC(=O)Cc1cc(=O)[nH]c(Nc2nc3ccccc3o2)n1	1.1	0.79	.
O=C(COc1cc(Cl)c(Cl)cc1Cl)Nc1ccncc1	-2.4	-1.6	-21
Cc1ccc(C(=O)OCC(=O)Nc2ccc3c(c2)OCO3)o1	0.76	1.6	-281
O=C(NCCCNC(=O)c1cncc(O)c1)c1cncc(O)c1	.	.	-50
Cc1cc(C)n(-c2ccc(C(=O)Nc3ccc(C)c(S(=O)(=O)N(C)C)c3)cc2)n1	-0.1	0.24	0
COc1ccc(NC(=O)CN2CCN(C(=O)c3ccco3)CC2)c(OC)c1	0.95	0.2	-19
CC1CCC2(CC1)NC(=O)N(CC(=O)Nc1ccccc1-c1ccccc1)C2=O (stereo not given)	.	.	21
O=C(CN1C(=O)NC2(CCCCC2)C1=O)Nc1ccc(N2CCOCC2)cc1	-0.31	-0.99	27
COc1ccc2nc(N)sc2c1	-0.08	-0.54	-37
COc1ccc(-c2cc(-c3cc(F)ccc3O)[nH]n2)cc1OC	-2.3	-1.6	15
CC(=O)OC(Cn1nc(C)cc1C)c1ccccc1 (stereo not given)	-0.93	-0.38	.

(list continues)
SMILES	SDO1 yeast rescue	SDO1 yeast rescue Rescue 24 h	INS promoter inh
CCN(CC)CCNC(=O)C1c2ccccc2C(=O)N(CCOC)C1c1ccc(F)cc1 (stereo not given)	1.1	0.96	-30
CCCOc1ccc(-c2cn3ccccc3n2)cc1[N+](=O)[O-]	-1.5	-1.2	.
CC(=NC1CC1)C1=C(O)c2ccccc2C1=O	-0.7	-0.53	-6
O=C(Nc1ccccc1C(=O)O)c1ccc(Br)c(S(=O)(=O)NCc2ccccc2)c1	.	.	-224
CCOc1ccc2nc(NC(=O)CCn3cccc3)sc2c1	-0.62	-1.1	.
Cc1ccc(S(=O)(=O)N(CC(=O)N/N=C/c2ccc(F)cc2)c2cccc3cccnc23)cc1	0.27	1.3	23
Nc1ncnc2c1cnn2-c1ccccc1	0.85	0.29	36
Cc1c(C(=O)O)oc2c1/C(=N\O)CC(C)(C)C2	0.11	-0.1	-39
CN(C(=O)c1ccc(S(=O)(=O)NC2CCCC2)cc1)C1CCCCC1	0.03	-0.05	-119
COc1ccc(N/N=C(\C=N\O)C(=O)c2ccc(OC)cc2)cc1	-0.25	0.48	-25
COc1cc(/C(C)=N/NC(=O)CSc2nncn2C)ccc1OCc1ccccc1Cl	-0.52	-0.58	11
O=C(CSc1nnc(-c2ccco2)n1Cc1ccco1)NCc1ccccc1	-0.42	-1.1	-49
CC(C)(C)n1nnnc1C(c1ccncc1)N1CCN(C2CCCCC2)CC1 (stereo not given)	0.7	0.95	.
c1ccc(CNn2c(N3CCOCC3)nc3ccccc32)cc1	1.5	1.3	21
NC(=O)CN1CCN(c2cccc(Cl)c2)CC1	.	.	-5
CCN(CC)CC(C)CNC(=O)CN1C(=O)CSc2ccc(S(=O)(=O)N3CCOCC3)cc21 (stereo not given)	0.22	-0.23	43
CC(C)Cc1csc(NC(=O)c2ccc(F)cc2)c1C(=O)O	0.47	-0.06	.
COc1ccccc1C(c1nnnn1Cc1ccccc1)N1CCN(C2CCCC2)CC1 (stereo not given)	-0.23	-0.42	-27
COc1cc(C2/C(=C(\O)c3ccc4c(c3)CC(C)O4)C(=O)C(=O)N2CCCn2ccnc2)ccc1O (stereo not given)	0.83	1.4	.
Cc1cc(N=Cc2c(O)ccc3ccccc23)no1	2.4	2.6	-23
CCOCCc1nnc(N)s1	2.8	3	3
CCOC(=O)c1c(C)oc2cc(Br)c(OC(=O)N3CCOCC3)cc12	-0.44	-0.61	-79
O=C1NCCN1C(=O)N(c1ccccc1)c1ccccc1	0.83	0.8	-3
COc1ccccc1NC(=O)CSc1nnc(-c2ccco2)o1	0.01	0.94	21
CCn1c(SCc2ccccc2)nnc1C1CCCCC1	-0.32	-0.13	.

Next part.
SMILES	SDO1 yeast rescue	SDO1 yeast rescue Rescue 24 h	INS promoter inh
CCN(CC)C(=O)N(CC)Cc1ccccc1	.	.	-63
COc1ccccc1NC(=O)COc1ccc(/C=N/n2cnnc2)cc1OC	-0.3	-0.41	.
O=C(CN1CCN(c2ccc([N+](=O)[O-])cc2)CC1)Nc1nccs1	0.46	0.23	77*
CCn1cc(C(=O)NCCc2ccccc2)c(=O)c2cc(F)c(N3CCN(C)CC3)cc21	1.1	1.1	8
Cc1ccc([N+](=O)[O-])cc1NC1CC(O)C(CO)O1 (stereo not given)	0.57	1.2	-7
CNCCCNC(=O)c1ccc(/C=N/O)nc1	.	.	16
CCN1CCN(CCNC(=O)c2cn(Cc3ccccc3F)nn2)CC1	-0.48	-0.29	-343
CCNC(=S)Nc1ccc(Oc2ccccc2)cc1	.	.	-74
O=C1C=CC(=O)N1c1ccc(N2CCCCC2)cc1	.	.	-253
O=S(=O)(Nc1ccc(O)c(CN2CCCCC2)c1)c1ccccc1	-0.2	-0.79	21
CCOC(=O)/C=C/C(=O)Nc1ccc(S(=O)(=O)N(C)c2ccccc2)cc1	.	.	-29
Cc1ccsc1C(=O)OCC(=O)Nc1sccc1C(N)=O	-0.38	-0.03	.
COc1cc(C(=O)N2CCN(Cc3ccccc3C(F)(F)F)CC2)cc(OC)c1OC	0.79	1.6	-43
CC(C)CCNC(=O)NC(=O)COc1ccccc1C#N	1.1	0.56	-3
COc1ccc(NCc2nnc(SCC(=O)N3CCCc4ccccc43)o2)cc1	-0.01	-0.4	.
Cc1ccc(NC(=O)c2ccc3ccccc3n2)cc1S(=O)(=O)N(C)C	.	.	-61
CC1CCCN(c2nc3c(c(=O)[nH]c(=O)n3C)n2Cc2ccccc2Cl)C1 (stereo not given)	-1.6	-1.3	.
Cc1cc(NC(=O)CC(C)(C)C)nc2c1c(=O)oc1ccccc12	0.08	-0.3	33
Cc1ccc(NC(=O)CN2CCN(CCN=CC3=C(O)CC(C)(C)CC3=O)CC2)cc1	0.35	0.55	59
CCC(=O)Nc1nc(C)c(C(=O)N2CCCCC2)s1	1.2	0.77	.
O=C(/C=C/Sc1ncn[nH]1)c1ccc(Cl)cc1	-1.1	-0.73	34
COc1cc(NC(=O)CSc2nc3ccccc3cc2Cc2ccccc2)cc(OC)c1	-0.48	0.41	-22
Oc1ccccc1/C=N/Nc1cccc2cccnc12	-1.3	-0.78	29
CCCCOC(=O)Sc1nc2ccccc2o1	0.67	0.64	-118
Cc1ccc(O)c(C(=O)c2cc(C#N)c(=O)n(C(C)c3ccccc3)c2)c1 (stereo not given)	.	.	-56

(listing goes on)
SMILES	SDO1 yeast rescue	SDO1 yeast rescue Rescue 24 h	INS promoter inh
Cc1ccc(CNc2ccc(Cl)cc2[N+](=O)[O-])cc1	-1	-0.64	-16
C=CCn1c(SC(C)C#N)nc2sc(CC)cc2c1=O (stereo not given)	.	.	28
CNC(=O)/C(=C\C=C\c1ccccc1)NC(=O)c1ccc([N+](=O)[O-])cc1	1.1	1.4	35
Cc1onc(-c2c(F)cccc2Cl)c1C(=O)NCc1ccco1	-0.22	-0.47	.
COc1ccc(S(=O)(=O)Nc2ccc(S(=O)(=O)N3CCCCC3)cc2)cc1	-0.05	-0.42	-33
Cc1nn(-c2ccccc2)c2c1C1(C(=O)Nc3ccccc31)N1C(=N2)Sc2ccccc21 (stereo not given)	3	2.5	.
CC(=O)c1ccc(N2Cc3ccccc3C3(CCOCC3)C2=N)cc1	.	.	-10
O=C(CCCOc1ccc(Cl)cc1Cl)N/N=C\C1CCCCC1	-0.22	-0.67	.
COC(=O)c1cc2c(=O)n3ccccc3nc2n(Cc2cccnc2)c1=N	.	.	49
COc1ccc(-c2csc(N3N=C(C)C(C)C3=O)n2)cc1 (stereo not given)	.	.	-7
CSc1cccc(-n2c(C)cc(C(N)=O)c2C)c1	-0.82	-1.2	.
